Assay outcomes: PubChem, National Center for Advancing Translational Sciences (NCATS)
PI5P4Ka inh = qHTS for Inhibitors of phosphatidylinositol 5-phosphate 4-kinase (PI5P4K) | Phosphatidylinositol 5-phosphate 4-kinase type-2 alpha (Homo sapiens), P48426 | PI5P4Kalpha enzyme, ADP-Glo luminescence, 60 min; stronger effect = lower value | max response, % | 330,000 tested, 1.2% active | AID 652105, 2013; active = max response of -50% or lower; inconclusive = between -30% and -50%; inactive = -30% or higher; also: value at the top dose of about 77 µM; % is scaled to controls: 0 for no effect and ±100 for the full control effect
Target sequence (P48426 whole entry, looked up): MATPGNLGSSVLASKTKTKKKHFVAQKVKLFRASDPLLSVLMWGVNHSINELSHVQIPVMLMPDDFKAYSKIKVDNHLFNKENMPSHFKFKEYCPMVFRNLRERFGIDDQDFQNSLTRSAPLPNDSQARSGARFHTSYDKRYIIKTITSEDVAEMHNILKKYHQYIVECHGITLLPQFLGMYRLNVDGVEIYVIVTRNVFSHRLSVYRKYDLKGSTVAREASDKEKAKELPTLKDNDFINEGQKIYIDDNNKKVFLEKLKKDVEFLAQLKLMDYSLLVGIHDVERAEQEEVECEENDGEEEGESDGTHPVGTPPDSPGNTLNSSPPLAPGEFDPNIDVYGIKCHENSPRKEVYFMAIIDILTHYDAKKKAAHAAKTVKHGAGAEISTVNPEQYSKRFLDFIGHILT
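Single end-point luminescence (ADP-Glo) quantified ADP from PI5P4Kalpha turnover; ATP 5 microM final, 1 h at RT, 0.1% CHAPS and 0.28 mM EGTA in HEPES pH 7.4.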
EPAC1 agonist = qHTS for Agonist of cAMP-regulated guanine nucleotide exchange factor 3 (EPAC1): primary screen | Rap guanine nucleotide exchange factor 3 (Homo sapiens), O95398 | EPAC1 agonist qHTS, biochemical assay; response scale: 100% = response to 6.5 mM cAMP | Potency, µM (highest dose often 154 µM), without a hit: top-dose activation, actives largely listed as activators | 360,000 tested, 0.073% active; also: potency is read from the fitted curve at half-maximal effect; nearly all actives have a fitted effect of over 60% in size
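Nucleotide exchange by EPAC1 (100 nM) on Rap1B–BODIPY-GDP (250 nM) in the presence of 50 uM GDP is tracked fluorescently at 480/540 nm over 30 min. Signals are normalized to a 6.5 mM cAMP control.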
PLK1 PBD block = qHTS for Inhibitors of PLK1-PDB (polo-like kinase 1 - polo-box domain): Primary Screen | Serine/threonine-protein kinase PLK1 (Homo sapiens), P53350 | Plk1 PBD binding of FITC phosphopeptide, fluorescence polarization | Potency, µM, without a hit: max response, negative = inhibition, actives largely listed as inhibitors | 360,000 tested, 2.8% active; also: potency is read from the fitted curve at half-maximal effect; series mostly up to about 57 µM; % is scaled to controls: 0 for no effect and ±100 for the full control effect; nearly all actives have a fitted effect of over 65% in size
Target sequence (P53350 whole entry, looked up, the tested form may be a part): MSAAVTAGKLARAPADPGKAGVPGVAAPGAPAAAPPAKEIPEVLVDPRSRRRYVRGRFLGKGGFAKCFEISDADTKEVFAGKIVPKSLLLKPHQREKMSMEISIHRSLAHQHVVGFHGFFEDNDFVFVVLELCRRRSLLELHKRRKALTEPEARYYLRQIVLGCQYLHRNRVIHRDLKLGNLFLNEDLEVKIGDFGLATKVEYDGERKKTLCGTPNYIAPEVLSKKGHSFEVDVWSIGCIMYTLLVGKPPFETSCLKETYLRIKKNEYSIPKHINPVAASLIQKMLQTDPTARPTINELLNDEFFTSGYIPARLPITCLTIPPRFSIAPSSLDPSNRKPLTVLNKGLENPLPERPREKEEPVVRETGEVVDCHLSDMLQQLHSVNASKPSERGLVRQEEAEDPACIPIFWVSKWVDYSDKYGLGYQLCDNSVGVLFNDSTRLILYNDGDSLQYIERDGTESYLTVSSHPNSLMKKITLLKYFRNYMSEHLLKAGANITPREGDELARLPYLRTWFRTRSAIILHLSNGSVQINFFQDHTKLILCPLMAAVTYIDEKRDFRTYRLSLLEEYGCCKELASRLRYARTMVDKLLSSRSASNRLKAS
CCT chaperon mod = High-Throughput Screening for Modulators of Cytosolic Chaperonin Activity; purified chaperonin ATPase assay, HTRF ADP detection, 30 min; AID 651819, 2012; 360,000 tested, 0.3% active; activity change, % (test concentration not listed), hits read low; in the data active = activity change below about -30%; also: % is scaled to controls: 0 for no effect and ±100 for the full control effect
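We incubate TRiC, 40 or 20 nM final, with library compounds at 76 uM and 10 uM ATP for 30 min at 37 °C. ADP formed is detected with Transcreener HTRF reagents after 30 min at room temperature.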
EPAC1 antagonist = qHTS for Antagonist of cAMP-regulated guanine nucleotide exchange factor 3 (EPAC1): primary screen | Rap guanine nucleotide exchange factor 3 (Homo sapiens), O95398 | EPAC1 GEF assay, Rap1b-BODIPY-GDP exchange fluorescence | Potency, µM (doses to about 115 µM), for inactives: at the top dose activity change, negative = inhibition, hits mostly inhibitors | 360,000 tested, 0.14% active | AID 720709, 2013;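 also: potency is read from the fitted curve at half-maximal effect; plate controls were vehicle for no effect and positive control for full effect; nearly all actives have a fitted effect of over 50% in size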
IL2 activator = qHTS of IL-2 Activators | IL-2 activation reporter assay, cell-based qHTS; stimulated with anti-CD3/CD4/CD28 beads; in transgenic mouse T cells | activation, % (series mostly up to about 46 µM) | 360,000 tested, 0.065% active | AID 652025, 2013; in the data active = activation above about 50%; inconclusive = mostly about 30% to 49%; also: 0% is about no effect
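Unstimulated transgenic mouse T cells, 750 per well, received compound and, after 60 minutes, anti-CD3/anti-CD4 bead plus anti-CD28 stimulation. EGFP and DsRed were quantified after 18 hours.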
EPAC2 agonist = qHTS for Agonist of cAMP-regulated guanine nucleotide exchange factor 4 (EPAC2): primary screen. Potency, µM (top dose mostly 154 µM), without a hit: at the top dose activation, actives largely listed as activators. EPAC2 activation, biochemical qHTS; response scale: 100% = 6.5 mM cAMP response. Rap guanine nucleotide exchange factor 4 (Homo sapiens), Q8WZA2. 360,000 tested, 0.079% active. AID 720711, 2013; also: potency is read from the fitted curve at half-maximal effect; nearly all actives have a fitted effect of over 50% in size
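In this primary screen, activation is scored as increased exchange of BODIPY-GDP from Rap1B by 100 nM EPAC2, with 50 uM GDP as competitor. Signal is normalized to the 6.5 mM cAMP agonist control.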
WRN helicase inh = qHTS for Inhibitors of WRN Helicase; Bifunctional 3'-5' exonuclease/ATP-dependent helicase WRN (Homo sapiens), Q14191; WRN helicase unwinding, fluorescent forked duplex, kinetic; Potency, µM (series often up to 114 µM), inactives show top-dose activity change, negative = inhibition, usual class: inhibitors; 360,000 tested, 0.46% active; also: potency is read from the fitted curve at half-maximal effect; % is scaled to controls: 0 for no effect and ±100 for the full control effect; nearly all actives have a fitted effect of over 55% in size
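WRN at 20 nM final was preincubated with compound for 15 min at room temperature; reaction started with 100 nM forked duplex oligonucleotide carrying fluorophore and quencher plus 2 mM ATP (final). Unwinding followed kinetically by red fluorescence (ex 525/em 598 nm).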
An asterisk follows results filed as active; ? = inconclusive; . = no result given; [ ] = dose if it differs, or a comment. Unless noted, calls follow the shape of the dose curve; as a rule, active = well fitted curve in the direction sought with a large enough effect; inconclusive = small, poorly fitted or top-dose-only effect, or another doubt; inactive = no such curve, though single readings can be large; an effect the other way counts as inactive or inconclusive. Some of the compounds tested; the hit share may differ from the screen's.

Compound	EPAC2 agonist	IL2 activator	PI5P4Ka inh	EPAC1 agonist	PLK1 PBD block	WRN helicase inh	EPAC1 antagonist	CCT chaperon mod
CCN(CC)CCNc1ccc2nnc(CCNS(=O)(=O)c3ccc(C)cc3)n2n1	4%	-2.6	5	-3%	-4%	9%	14%	2.5
CCN(CC)C1=NS(=O)(=O)c2cc([N+](=O)[O-])ccc21	3%	-0.3	2	11%	-6%	10%	-4%	-1.4
COC(=O)c1sccc1NC(=O)CSc1ccccc1NS(=O)(=O)c1ccc(F)cc1	-1%	-2.5	1	8%	-25%	-2%	-9%	-4.5
CCOC(=O)c1cccc(NC(=O)C2CCCN(S(=O)(=O)c3cnc[nH]3)C2)c1 (configuration not stated)	8%	1.8	1	-15%	-9%	1%	-3%	-2.0
O=C(COC(=O)C1CCN(c2ccc(C(F)(F)F)cn2)CC1)Nc1cccc(F)c1	3%	-2.8	18	-5%	4%	0%[11.6 µM]	-23%	0.5
CCOC(=O)/C=C(\C)Nc1cc(C)nn1-c1ccccc1	-2%	3.7	3	-2%	-2%	-6%	-3%	-4.2
N#C/C(=C(/O)CCCl)c1ccccn1	10%	1.2	2	-10%	-17%	8%	0%	1.3
COc1ccc(Cc2nnc(NS(=O)(=O)c3ccc(Cl)cc3)s2)cc1OC	-1%	-0.5	-7	-6%	30µM*	-16%	-20%	1.9
Cc1cccc(N(CC(=O)N2CCCC2)S(=O)(=O)c2ccccc2)c1	6%	1.3	1	-1%	-8%	-15%	5%	0.4
O=C(NCC(c1ccc(F)cc1)N1CCOCC1)c1ccc([N+](=O)[O-])o1 (configuration not stated)	-8%	-2.5	1	-7%	-5%	3%	11%	-0.7
CCOc1ncccc1C(=O)NCc1ccc(OC)cc1	0%	-2.7	.	3%	0%	3%	9%	-1.5
CN1C(=O)C(O)(CC(=O)/C=C/c2ccco2)c2cc(Br)ccc21 (configuration not stated)	1%	0.1	?	-3%	?	-4%[11.6 µM]	-4%	-1.3
Cc1cc(C(=O)N/N=C/c2ccc(Cl)c([N+](=O)[O-])c2)c(C)n1-c1ccc(F)cc1	5%	2.4	9	3%	-9%	-10%	6%	-0.4
O=C(CN(Cc1ccccc1)S(=O)(=O)c1ccc(Cl)cc1)NCC1CCCO1 (configuration not stated)	3%	5.3	3	-2%	-1%	-11%	-2%	-1.6
O=C(C[n+]1ccc2c(c1)nnn2-c1ccccc1)c1ccc(Cl)cc1	7%	-1.1	-19	2%	-12%	0%	-18%	-3.3
CN1c2ccccc2C(C)(C)C12C=Nc1c(ccc3ccccc13)O2 (configuration not stated)	11%	-4.9	11	8%	-5%	?	?	-2.5
COc1cc(/C=N/N=C2/NC(=O)C(Cc3ccccc3)S2)ccc1O (configuration not stated)	0%	0.5	-16	1%	-2%	-1%	8%	-2.6
CCOC(=O)C1CCN(c2ccc([N+](=O)[O-])cc2)CC1	3%	-3.5	-1	-5%	-3%	-6%	-12%	0.9
CCOC(=O)CSc1nc2sc3c(c2c(=O)n1-c1ccccc1)CCN(C(C)C)C3	16%	-0.2	0	4%	-26%	-13%	1%	0.1
Cc1ccccc1-n1c(SC2CCOC2=O)nnc1-c1ccncc1 (configuration not stated)	-7%	-0.4	-1	-11%	7%	3%	14%	0.7
CN(CC(=O)Nc1cccc(F)c1)C(=O)c1cccc2ccccc12	2%	4.1	-4	9%	1%	0%	-4%	0.6
CCOc1ccc(S(=O)(=O)N2CCCC(C(=O)NCc3ccccc3)C2)cc1 (configuration not stated)	-6%	-2.5	0	4%	-8%	-20%	6%	-5.5
N#Cc1ccc(C(=O)N2CCCCC2c2cc(C(=O)NCc3ccccc3)no2)cc1 (configuration not stated)	6%	1.2	5	5%	-3%	-1%	10%	-2.5
N#C/C(=C(/O)CN1CCN(c2ccccc2F)CC1)c1nc(-c2ccc(Cl)cc2)cs1	6%	-0.9	.	10%	-10%	-3%	-13%	-1.3
Cc1cc(C(C)(C)C)oc1C(=O)OCC(=O)NC1CCCCC1	0%	-0.2	9	8%	-2%	4%	-4%	-1.6
Cc1ccc(CNC2CCCCC2)s1	-3%	0.4	1	3%	-6%	-30%	-6%	-3.1
CCOc1c(Br)cc(C(=O)Nc2cccc(S(=O)(=O)N3CCOCC3)c2)cc1OC	15%	-3.8	-5	-5%	-2%	4%	-2%	-0.7
Oc1ccccc1N1CCN(c2ncnc3scc(-c4ccccc4)c23)CC1	9%	0.1	10	12%	-2%	-5%	-4%	2.6
CC(C)(C)C(=O)CSc1nc2ccccc2o1	-1%	4.9	0	3%	-18%	-8%	-10%	0.2
COc1ccc(Cl)cc1Nc1cc(C)nc2nc(C)nn12	3%	0.0	0	1%	?	4%	-17%	-0.1
CC(C)NC(=O)/C(=C/c1cn(-c2ccccc2)nc1-c1cccc([N+](=O)[O-])c1)NC(=O)c1ccccc1	-17%	1.2	0	-9%	6%	0%	3%	-0.9
Cc1cccc(/N=C/c2c(C)[nH]n(-c3ccccc3)c2=O)n1	5%	-1.2	2	-7%	-29%	9%	2%	-1.6
CC(=O)c1ccc(OCc2cc(=O)n3ccsc3n2)cc1	4%	-1.5	-6	0%	-13%	4%	-4%	-8.7
O=C(NCCS(=O)(=O)NCC1CCCO1)c1ccccc1 (configuration not stated)	8%	0.4	-1	11%	-8%	5%	-8%	0.9
CCCCn1c(SCC(=O)NCc2cccs2)nc2c1c(=O)n(C)c(=O)n2C	8%	-2.3	.	2%	-5%	2%	11%	-1.5
O=C(CN1CCN(C(=O)C2CCCO2)CC1)Nc1ccc(Cl)c(Cl)c1 (configuration not stated)	3%	-3.6	1	-2%	2%	5%	13%	-1.9
COc1ccc(CN2CCN(C(=O)c3ccccc3C(=O)c3ccccc3)CC2)cc1F	-5%	-2.5	5	-11%	10%	-6%	22%	1.2
C[C@H](NC(=O)c1ccccc1)C(=O)OCC(=O)Nc1ccc(Cl)cn1	3%	-2.3	-17	-5%	-6%	5%	-17%	1.0
COc1ccc(C(=O)NNC(=S)NC(=O)c2ccc(Br)o2)cc1OC	-2%	-0.3	-17	4%	-6%	-8%	-23%	-0.5
CCc1nnc(NC(=O)[C@@H](NC(=O)c2ccc(OC)cc2)C(C)C)s1	-2%	0.5	7	-7%	5%	-10%	5%	-2.3
CCCCS(=O)CC(COCc1ccccc1)OC(=O)CSc1nc(C)cc(C)n1 (configuration not stated)	11%	-1.0	1	-7%	-2%	7%	0%	3.1
CC1=C(c2ccccc2)[N+](=O)C2(CCCCC2)N1[O-]	6%	3.6	-3	5%	-7%	-4%	-1%	-0.1
COc1cccc(/C=C2\CC(C)Cc3c2nc2ccccc2c3C(=O)O)c1OC (configuration not stated)	1%	4.4	1	-3%	-17%	-11%	-11%	1.2
CC(=O)Nc1ccc(NC(=O)CSc2nccn2Cc2ccc(Cl)cc2)cc1	3%	-1.2	5	-1%	-5%	3%	-1%	-0.3
COc1ccc(CN2C(=O)c3ccccc3C2C(=O)NC2CCC(C)CC2)c(OC)c1 (configuration not stated)	-3%	-1.4	0	10%	24µM*	-3%	-1%	0.3
O=C(Nc1cc(Cl)ccc1Cl)c1ccc(OC(=O)c2ccco2)cc1	-6%	0.4	.	4%	-9%	2%	6%	-2.1
CCN(CC)c1ccc(/C=N/NC(=O)c2cc(C)nc3ccccc23)cc1	2%	-0.2	-2	12%	-4%	-27%	9%	0.4
O=C1/C(=C\c2cccnc2)SC(=S)N1c1ccc(F)cc1	7%	-0.5	0	-3%	-13%	4%	-6%	-1.2
COc1cc(CNc2nnnn2C)cc(OC)c1OC	1%	-0.5	-5	3%	-7%	-3%	-20%	-1.6
COc1ccc(/C=N/n2c(C)nc3sc(C)c(C)c3c2=O)cc1OC	-2%	-1.8	-7	-5%	-3%	-2%	17%	0.1
COc1cc2nc(CN3CCN(C(C)=O)CC3)[nH]c(=O)c2cc1OC	5%	0.7	-3	-3%	-14%	7%	8%	-1.7
CCOC(=O)C1CCN(C(=O)C2CCN(S(=O)(=O)c3ccc4ccccc4c3)CC2)CC1	1%	-1.9	7	-1%	3%	-20%	-10%	1.5
Cc1cc(NC(=O)CSc2nnc(C)n2-c2ccccc2)no1	-5%	-1.3	-2	-1%	4%	-4%	10%	-0.3
COc1cc([N+](=O)[O-])ccc1NC(=O)CSc1nccn1C	5%	-0.5	-10	6%	-20%	-8%	-21%	-1.2
Cc1cc(C)n2nc(C(=O)Nc3c(C)nn(Cc4ccc(F)cc4)c3C)cc2n1	1%	0.2	6	2%	2%	-6%	-8%	-0.7
CC1CC(C)(C)CC2(C1)NC(=O)N(CC(=O)NCCc1c[nH]c3ccccc13)C2=O (configuration not stated)	-5%	-0.7	12	8%	1%	1%	11%	-2.4
Cc1ccnc(NC(=O)C2(c3cccs3)CCOCC2)c1	0%	0.6	-11	-2%	-6%	8%	11%	-2.0
COc1cc(/C=N/NC(N)=O)ccc1OC(=O)c1ccco1	-2%	0.1	-3	-4%	7%	3%	2%	1.2
CC(C)(C)C(=O)Nc1ccc(-c2nnc3n2CCCCC3)cc1	2%	0.1	5	10%	-6%	-3%	12%	1.6
CC(C)=CC(=O)N1CCC(N2CCC(C(=O)N3CCOCC3)CC2)CC1	4%	-0.3	1	3%	0%	-3%	-3%	-1.9
